Screening data as filed in PubChem BioAssay.
bovine MsrA act – bovine methionine sulfoxide reductase A activation | purified bovine MsrA, absorbance read-out | activation, % at 10.6 µM | 0.3% of 360,000 active | AID 602163; in the data active = activation above about 7.5%;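 note: 0% = vehicle and 100% = reference activator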
MLLE-PAM2 inh – inhibitors of microRNA-mediated deadenylation, human PABP1 MLLE binding; P11940; GST-MLLE / FITC-PAM2 fluorescence polarization; inhibition, % at 20 µM; 0.36% of 360,000 active; AID 588489; in the data active = inhibition above about 35%, passing the limit was not always enough;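 note: plate controls were DMSO wells with GST-MLLE for no effect and wells lacking GST-MLLE protein for full effect; some results filed as inactive read as strong as hits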
Target sequence (P11940 whole entry, looked up): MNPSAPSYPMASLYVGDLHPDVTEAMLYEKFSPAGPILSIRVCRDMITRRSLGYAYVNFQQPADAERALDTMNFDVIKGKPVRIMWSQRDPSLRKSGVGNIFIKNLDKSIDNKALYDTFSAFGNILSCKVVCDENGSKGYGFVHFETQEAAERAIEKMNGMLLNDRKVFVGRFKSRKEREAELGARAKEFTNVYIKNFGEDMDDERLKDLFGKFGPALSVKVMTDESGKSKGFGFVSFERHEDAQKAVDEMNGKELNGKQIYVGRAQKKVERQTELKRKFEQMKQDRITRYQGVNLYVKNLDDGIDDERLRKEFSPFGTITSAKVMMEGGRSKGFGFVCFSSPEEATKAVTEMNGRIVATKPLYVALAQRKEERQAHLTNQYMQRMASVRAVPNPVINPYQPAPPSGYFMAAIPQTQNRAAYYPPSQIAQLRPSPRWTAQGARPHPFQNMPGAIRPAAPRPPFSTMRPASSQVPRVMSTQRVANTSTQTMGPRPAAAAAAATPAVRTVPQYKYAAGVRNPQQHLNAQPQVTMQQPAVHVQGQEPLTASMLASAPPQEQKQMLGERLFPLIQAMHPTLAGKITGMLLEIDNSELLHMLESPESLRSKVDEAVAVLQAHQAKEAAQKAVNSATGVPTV
MsrA inh – inhibitors of bovine MsrA | purified bovine MsrA, absorbance read-out | inhibition, % at 15.5 µM | 0.75% of 360,000 active; in the data active = inhibition above about 4.5%;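 note: 0% = vehicle wells with enzyme and 100% = reference inhibitor wells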
Rpn11 block – inhibitors of human proteasome Rpn11 | human 26S proteasome, Ub4-pepOG fluorescence polarization; 20S core pre-blocked with epoxomicin | calls only at 20 µM | 0.59% of 360,000 active;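 active = inhibition at 20 µM, scaled to each plate's controls, above about 33%, limit read from the data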
CSN deneddyl inh – CSN deneddylation inhibition; Q92905; Purified CSN, SCF-Nedd8-OG deneddylation, fluorescence polarization; inhibition, % at 12.5 µM; 0.38% of 360,000 active; AID 651999;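 active = pattern-corrected inhibition above about 35%, with an unprinted fluorescence ratio check between 0.5 and 1.5, limit read from the data, passing the limit was not always enough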;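 note: 0% = enzyme with substrate and 100% = substrate without enzyme; some results filed as inactive read as strong as hits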
Target sequence (Q92905 whole entry, looked up, one chain of several): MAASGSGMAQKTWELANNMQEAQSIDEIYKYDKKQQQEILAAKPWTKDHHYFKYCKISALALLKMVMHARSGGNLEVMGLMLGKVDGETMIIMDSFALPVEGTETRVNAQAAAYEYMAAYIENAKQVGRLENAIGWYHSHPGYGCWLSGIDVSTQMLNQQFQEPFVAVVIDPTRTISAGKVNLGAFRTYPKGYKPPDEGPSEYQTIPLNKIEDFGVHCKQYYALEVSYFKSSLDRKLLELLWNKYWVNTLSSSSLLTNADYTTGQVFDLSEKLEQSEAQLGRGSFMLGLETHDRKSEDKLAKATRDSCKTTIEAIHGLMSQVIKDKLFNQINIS
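Material: human Csn5 produced in HEK293T cells; Input: enzyme 0.24 nM; Reagent: SCFSkp2-Nedd8OG substrate at 10 nM final; Dosing: 12.5 µM compound; Incubation: 90 min reaction at room temperature; Detection: fluorescence polarization of the substrate; Evaluation: % inhibition of substrate cleavage by Csn5; Control set: substrate-only high control, full reaction low control.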
MT1-MMP act inh – inhibitors of human MT1-MMP activation | HT1080 RFP-PRO-GFP cells, GFP/RFP ratio fluorescence, overnight; percent of plate control window, DMSO zero | GFP/RFP ratio change, % at 20 µM | 0.061% of 360,000 active | P50281;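 active = GFP/RFP ratio change of at least 30% with cell ATP level not reduced by more than half and red fluorescence within 50% of control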; note: strong numbers were not always called active
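Compound: 20 µM single dose, 1% DMSO / System: HT1080 RFP-PRO-GFP cells / Controls: DMSO and RFP-L50D-GFP cell wells / Read-out basis: GFP/RFP fluorescence ratio / Schedule: overnight compound exposure at 37 °C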
FAS-TE inh – inhibitors of human fatty acid synthase thioesterase domain; inhibition, % at 15 µM; P49327; 0.67% of 360,000 active; recombinant FAS-TE, OMFH fluorogenic substrate, fluorescence endpoint;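 active = compounds whose normalised, plate-corrected inhibition of enzyme fluorescence in the single-dose primary screen is 50% or more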;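 note: 0% = DMSO with enzyme and 100% = substrate without enzyme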
Rin1 Abl inh – inhibitors of human Rin1-Abl protein interaction | P00519+Q13671 | TR-FRET Rin1/Abl binding, biochemical | inhibition, % at 7.35 µM | 0.4% of 360,000 active | AID 588664; in the data active = inhibition above about 5%, passing the limit was not always enough
E coli Lon inh – inhibitors of E. coli Lon protease | P0A9M0 | purified E. coli Lon protease, fluorescence polarization | inhibition, % at 7.94 µM | 0.42% of 360,000 active | AID 602123; in the data active = inhibition above about 13%, passing the limit was not always enough;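 note: 0% = enzyme with probe and DMSO and 100% = no enzyme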
* = called active by the depositor; i = inactive; / = not tested or not shown. Not a hit list, and some 3.7% of all compounds hit somewhere here.

1. Cc1ccc(NC(=S)Nc2nc(CC(=O)Nc3ccccc3)cs2)cc1
2. CC(C)c1cc(C(=O)O)c2cnn(C(C)C)c2n1
3. COc1ccc(C(=O)/C=C/C(=O)N(CC(=O)NCCC(C)C)Cc2cccs2)c(O)c1
4. CC(=O)c1ccc(NC(=O)C2CCN(S(=O)(=O)c3cccc4nonc34)CC2)cc1
5. O=C(/C=C/c1ccccc1)N/C(=C/c1ccccc1)C(=O)N1CCOCC1
6. COc1cc(C)c(C2NC(=O)c3ccccc3N2)cc1C (configuration not stated)
7. COCCNC(=O)CSc1nc(N)c(NC(=O)c2ccco2)c(=O)[nH]1
8. Cc1ccc(C(C(=O)NC2CCCC2)N(C(=O)Cc2cccs2)c2cccc(C)c2C)o1 (configuration not stated)

compound no.	1	2	3	4	5	6	7	8
bovine MsrA act	-1	-4	-12	-2	-8	0	-3	-1
MLLE-PAM2 inh	19	-5	15	7	7	-2	-1	-14
MsrA inh	1.3	0.5	0.8	0.0	0.8	0.3	-0.2	1.7
Rpn11 block	i	i	i	i	i	i	i	i
CSN deneddyl inh	-1	-7	2	2	10	3	0	0
MT1-MMP act inh	9	-1	-3	2	3	4	-4	-15
FAS-TE inh	-6	-4	3	46	-7	-5	-6	21
Rin1 Abl inh	-6	-2	2	-1	0	4	-2	2
E coli Lon inh	2	-2	-2	1	-10	-2	-18	2

The list goes on, starting with the last two of the part before.
7. COCCNC(=O)CSc1nc(N)c(NC(=O)c2ccco2)c(=O)[nH]1
8. Cc1ccc(C(C(=O)NC2CCCC2)N(C(=O)Cc2cccs2)c2cccc(C)c2C)o1 (configuration not stated)
9. Cc1ccc(C)c(N2CCN(C(=O)C3CCCN(S(=O)(=O)c4cnc[nH]4)C3)CC2)c1 (configuration not stated)
10. CCN(Cc1nc2ccccc2c(=O)[nH]1)C(=O)c1cc2c(s1)CCCCC2
11. O=C(Cc1cccc(NC(=O)C2CCCN(C(=O)C3CCCCC3)C2)c1)Nc1ccc(C(=O)N2CCOCC2)cc1 (configuration not stated)
12. COc1ccc(NC(=S)N(CCC(C)C)C2CCN(C(C)=O)CC2)cc1
13. Cc1nnc(SCCC(=O)Nc2nc(-c3ccccc3)ns2)s1
14. Cc1cc(Br)cn2c(Cc3cccc(Cl)c3)c(-c3ccco3)nc12
15. CC(=O)Nc1ccc(NC(=O)c2ccc([N+](=O)[O-])cc2Cl)cc1
16. Cc1ccc(C)c(Oc2coc3cc(O)ccc3c2=O)c1

compound no.	7	8	9	10	11	12	13	14	15	16
bovine MsrA act	-3	-1	-2	-7	-1	-9	-7	-8	-7	-1
MLLE-PAM2 inh	-1	-14	8	-9	4	-31	3	/	-1	-13
MsrA inh	-0.2	1.7	0.7	-1.5	-1.1	0.5	-0.9	0.5	0.9	3.0
Rpn11 block	i	i	i	i	i	i	i	/	i	i
CSN deneddyl inh	0	0	-7	2	2	0	2	27	-5	3
MT1-MMP act inh	-4	-15	-1	10	0	5	3	-4	0	1
FAS-TE inh	-6	21	-23	6	-6	-2	13	26	-1	-2
Rin1 Abl inh	-2	2	-2	-1	-1	2	2	/	4	-1
E coli Lon inh	-18	2	-3	-3	-2	-6	2	3	-5	-2

17. CC1CCCCN1Cc1ccc(-c2nnn(CC(=O)NC3CCCCC3)n2)cc1 (configuration not stated)
18. c1cc(N2CCOCC2)ccc1-c1ccc2nncn2c1
19. COc1ccc([N+](=O)[O-])cc1NS(=O)(=O)c1cc(C(=O)NCc2cccnc2)ccc1Cl
20. CCCC(=O)Nc1ccc(C(=O)NCCc2ccc(F)cc2)cc1
21. O=C1C2=C(c3ccccc31)[N+](=O)C1CCCCC1N2[O-] (configuration not stated)
22. COc1ccc(C(=O)NCc2ccco2)cc1S(=O)(=O)N1CCOCC1
23. COC(=O)C1=C(C)NC2=C(C(=O)CC(c3cccs3)C2)C1c1ccsc1 (configuration not stated)
24. CS(=O)(=O)Nc1ccc(C(=O)NCCSCc2ccccc2)cc1

compound no.	17	18	19	20	21	22	23	24
bovine MsrA act	-12	-2	-1	-3	-4	-2	1	2
MLLE-PAM2 inh	1	-10	15	3	-14	-17	6	1
MsrA inh	-0.7	1.0	0.6	0.6	0.3	-0.2	3.3	1.6
Rpn11 block	i	i	i	i	i	i	i	i
CSN deneddyl inh	5	1	-4	-2	0	-2	3	-1
MT1-MMP act inh	/	4	-1	2	0	3	6	0
FAS-TE inh	0	-6	1	-11	3	-8	7	-4
Rin1 Abl inh	-3	-7	0	-2	-7	0	0	2
E coli Lon inh	2	3	-12	1	1	-4	2	-5

25. Cc1c(Br)c(-c2n[nH]c(=S)n2Cc2ccco2)nn1C
26. O=C(CCC(=O)N1CCN(c2ccccc2)CC1)Nc1nnc(C2CCCCC2)s1
27. COc1ccc(NC2CCCCC2NS(=O)(=O)c2ccc(C)cc2)cc1 (configuration not stated)
28. O=S(=O)(O)c1cc(O)c(N=Nc2ccc(O)cc2O)c2ccccc12
29. Cc1ccc(N=C2NC(=O)c3cccc([N+](=O)[O-])c32)cc1
30. CC(C)C[C@@H]1COc2cc(N3CCC[C@H]3CO)ccc2S(=O)(=O)N1
31. Cc1cccc(C(=O)NCC(=O)Nc2ccncc2)c1
32. COc1cccc(-c2nnc(SCC(N)=O)n2-c2ccc(Cl)cc2)c1

compound no.	25	26	27	28	29	30	31	32
bovine MsrA act	-1	-5	1	-5	-4	0	-3	-2
MLLE-PAM2 inh	9	3	-11	38	13	/	-5	-117
MsrA inh	1.0	-0.7	-0.5	-0.3	-0.1	-0.4	0.1	-0.8
Rpn11 block	i	i	i	i	i	/	i	i
CSN deneddyl inh	-3	5	-2	32	-7	-1	-3	6
MT1-MMP act inh	1	1	4	64*	3	4	8	2
FAS-TE inh	-7	-3	9	0	20	-11	-4	-3
Rin1 Abl inh	3	-1	-4	7	-1	/	2	-2
E coli Lon inh	1	-2	-7	58	-6	1	-3	5

33. O=C(N1CCCCC1)N1CCN(C(=O)N(c2ccccc2)c2ccccc2)CC1
34. O=C(C[C@H]1C[C@H](C(=O)N2CCOCC2)[C@@]2(CCC3CCCC3)c3[nH]c4ccc(Cl)cc4c3CCN2C1=O)NCc1ccco1
35. COc1ccccc1NC(=O)NNC(=O)CCc1ccccc1
36. O=C(OCc1ccc([N+](=O)[O-])cc1)C1CC(=O)N(Cc2ccccc2Cl)C1 (configuration not stated)
37. CCn1c(=O)cc(SCC(=O)Nc2ccc(OC)c(OC)c2)c2ccccc21
38. CCN1CCCc2cc(CN(CCN3CCOCC3)C(=S)Nc3ccccc3C)ccc21
39. CCOC(=O)c1ccc(NC(=O)CCn2c(=O)oc3ccccc32)cc1
40. CC(CN1CCCCC1)OC(=O)COc1ccc(Cl)cc1 (configuration not stated)

compound no.	33	34	35	36	37	38	39	40
bovine MsrA act	-1	-5	-1	1	0	0	-3	-2
MLLE-PAM2 inh	8	-6	0	-19	17	-75	5	6
MsrA inh	-1.3	-1.4	-0.4	-0.3	0.6	-0.5	-0.7	0.3
Rpn11 block	i	i	i	i	i	i	i	i
CSN deneddyl inh	1	-5	0	5	-4	2	0	-2
MT1-MMP act inh	-3	-33	-4	-7	8	-1	-3	-1
FAS-TE inh	0	89*	-3	20	1	1	0	-3
Rin1 Abl inh	-8	-4	0	-2	-84	-1	-1	-1
E coli Lon inh	1	-3	-7	0	8	11	0	-2

Molecules listed so far with bromine (two):
14. Cc1cc(Br)cn2c(Cc3cccc(Cl)c3)c(-c3ccco3)nc12
25. Cc1c(Br)c(-c2n[nH]c(=S)n2Cc2ccco2)nn1C

compound no.	14	25
bovine MsrA act	-8	-1
MLLE-PAM2 inh	/	9
MsrA inh	0.5	1.0
Rpn11 block	/	i
CSN deneddyl inh	27	-3
MT1-MMP act inh	-4	1
FAS-TE inh	26	-7
Rin1 Abl inh	/	3
E coli Lon inh	3	1

The listing picks up; the 2 compounds before the break are reprinted first.
39. CCOC(=O)c1ccc(NC(=O)CCn2c(=O)oc3ccccc32)cc1
40. CC(CN1CCCCC1)OC(=O)COc1ccc(Cl)cc1 (configuration not stated)
41. COc1ccc(/C=N/NC(=O)c2ccc3c(c2)OCO3)c(C(=O)O)c1OC
42. Cc1cc(NC(=O)CCN2C(=O)C3C4CCC(C4)C3C2=O)cc(C)c1Br (configuration not stated)
43. Cc1cc(C)cc(-c2nnc(SCc3ccc(C(=O)O)cc3)o2)c1
44. O=C(Nc1nc2ccccc2[nH]1)Nc1ccccc1F
45. COc1ccccc1-c1ccc2c(c1)O[C@@H](CN(C)C(=O)c1ccncc1)[C@H](C)CN([C@@H](C)CO)S2(=O)=O
46. NS(=O)(=O)c1ccc(CCNC(=O)CN2CCN(Cc3cccc(C(F)(F)F)c3)CC2)cc1
47. CCOC(=O)C1CCCN(C(=O)c2ccc3c(=O)n(Cc4ccccc4OC)c(=S)[nH]c3c2)C1 (configuration not stated)
48. Cc1ccc(C(=O)NCCc2ccccc2)cc1S(=O)(=O)N1CCOCC1

compound no.	39	40	41	42	43	44	45	46	47	48
bovine MsrA act	-3	-2	-11	-2	-8	-1	-5	-3	1	-1
MLLE-PAM2 inh	5	6	4	5	7	-14	-5	-14	-52	8
MsrA inh	-0.7	0.3	2.9	0.0	1.1	0.1	0.0	-2.5	-0.7	0.8
Rpn11 block	i	i	i	i	i	i	i	i	i	i
CSN deneddyl inh	0	-2	1	0	0	1	2	4	5	4
MT1-MMP act inh	-3	-1	4	0	3	-9	3	-4	-1	1
FAS-TE inh	0	-3	-5	4	-11	-12	-5	-6	9	-2
Rin1 Abl inh	-1	-1	3	2	1	-3	3	-2	0	3
E coli Lon inh	0	-2	8	-11	-4	-3	0	-4	0	-5

49. COc1n[nH]c2nncnc12
50. COc1ccc(OC)c(-n2c(N)c(C(=O)NCC3CCCO3)c3nc4ccccc4nc32)c1 (configuration not stated)
51. COc1ccc2nc(C)cc(C(=O)O)c2c1
52. COC(=O)C1=C(C)NC(=O)CC1c1cc(Br)ccc1F (configuration not stated)
53. CC(C)CN(C(=O)CN(C)C(=O)Cc1ccccc1Cl)c1c(N)n(CC(C)C)c(=O)[nH]c1=O
54. COc1ccccc1CNC(=O)CCNS(=O)(=O)c1ccc2c(c1)CC(C)N2C(C)=O (configuration not stated)
55. COc1ccc(-c2c(C#N)c(N)nc3c2c(=O)n(C)c(=O)n3C)cc1Cl
56. O=C(Nc1ccc(-c2csc(Nc3cccc(C(F)(F)F)c3)n2)cc1)c1cc([N+](=O)[O-])cc(C(F)(F)F)c1

compound no.	49	50	51	52	53	54	55	56
bovine MsrA act	-1	-3	-6	-1	-4	-1	-2	-1
MLLE-PAM2 inh	-14	4	10	-3	-31	-2	-4	17
MsrA inh	0.3	1.4	2.5	-0.9	-0.4	0.2	1.2	0.2
Rpn11 block	i	i	i	i	i	i	i	i
CSN deneddyl inh	1	-5	1	0	1	7	-1	-3
MT1-MMP act inh	3	2	0	0	-1	-1	-1	3
FAS-TE inh	-11	8	-10	-5	-2	-8	-4	27
Rin1 Abl inh	-1	0	2	-1	2	-4	0	0
E coli Lon inh	2	-2	3	0	-19	2	0	-8
